High-throughput results: PubChem BioAssay, The Scripps Research Institute Molecular Screening Center
PAD4 inh: human PAD4 inhibitors, primary screen, biochemical, fluorescence polarization, 1536-well format; recombinant PAD4, RCA probe fluorescence polarization; inhibition, % at 6.36 µM; 330,000 tested, 0.41% active; AID 485272, 2010;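 active means percent inhibition above a cutoff equal to the mean of all tested compounds plus 3 SD, cut at about 15% in these data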;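 further: 0% = PAD4 with RCA probe and DMSO and 100% = probe without PAD4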
Target sequence (Q9UM07 whole entry, looked up): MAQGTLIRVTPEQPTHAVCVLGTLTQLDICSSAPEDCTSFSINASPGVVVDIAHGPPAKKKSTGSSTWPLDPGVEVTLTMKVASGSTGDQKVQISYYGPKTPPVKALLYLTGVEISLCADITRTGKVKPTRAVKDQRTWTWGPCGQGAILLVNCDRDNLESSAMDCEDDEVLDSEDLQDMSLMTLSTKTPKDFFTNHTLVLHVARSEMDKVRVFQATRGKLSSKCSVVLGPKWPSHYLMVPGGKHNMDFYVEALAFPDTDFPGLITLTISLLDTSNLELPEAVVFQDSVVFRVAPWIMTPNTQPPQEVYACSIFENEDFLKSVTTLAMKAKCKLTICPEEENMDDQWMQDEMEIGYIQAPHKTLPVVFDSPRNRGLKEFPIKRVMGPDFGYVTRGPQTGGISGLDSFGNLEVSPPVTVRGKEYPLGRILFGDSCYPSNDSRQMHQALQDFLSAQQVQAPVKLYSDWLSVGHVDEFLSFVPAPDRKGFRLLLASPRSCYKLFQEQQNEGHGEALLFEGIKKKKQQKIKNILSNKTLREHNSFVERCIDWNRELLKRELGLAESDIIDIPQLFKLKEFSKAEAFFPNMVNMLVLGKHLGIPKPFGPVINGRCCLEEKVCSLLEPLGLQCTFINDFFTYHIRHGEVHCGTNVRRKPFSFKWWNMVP
PAFAH2 FP inh: PAFAH2 enzyme inhibitors, primary screen, biochemical, fluorescence polarization, human; recombinant PAFAH2, FP-rhodamine activity probe; inhibition, % at 3.39 µM; 340,000 tested, 0.99% active; AID 492956, 2010;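 active means inhibition above the mean over all tested compounds plus 3 SD, cut at about 30% in these data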;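 further: inhibitors block probe labeling of enzyme so polarization drops; 0% = enzyme with DMSO and 100% = wells lacking PAFAH2 protein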
PAFAH1B3 inh: PAFAH1B3 enzyme inhibitors, primary screen, biochemical, fluorescence polarization, human; Platelet-activating factor acetylhydrolase IB subunit alpha1 (Homo sapiens), Q15102; 340,000 tested, 0.28% active; recombinant PAFAH1B3, FP-rhodamine probe; inhibition, % at 3.39 µM;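 active means inhibition above the screen-wide average of all tested compounds plus 3 SD, cut at about 25% in these data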;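 further: 0% = enzyme with DMSO only and 100% = wells lacking PAFAH1B3 protein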
Target sequence (Q15102 whole entry, looked up): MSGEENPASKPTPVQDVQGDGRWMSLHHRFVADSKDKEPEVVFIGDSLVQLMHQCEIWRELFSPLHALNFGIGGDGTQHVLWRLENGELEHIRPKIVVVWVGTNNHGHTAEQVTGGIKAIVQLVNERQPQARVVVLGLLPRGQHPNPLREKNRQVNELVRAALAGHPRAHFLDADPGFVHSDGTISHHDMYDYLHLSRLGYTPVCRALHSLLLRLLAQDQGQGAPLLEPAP
PREPL inhibitor: PREPL enzyme inhibitors, primary screen, biochemical, fluorescence polarization; Prolyl endopeptidase-like (Homo sapiens), Q4J6C6; recombinant PREPL, fluorescence polarization activity-based probe; inhibition, % at 5.96 µM; 320,000 tested, 0.68% active; AID 2751, 2010; in the data active means inhibition above about 43%;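 further: 0% = enzyme with DMSO and 100% = wells lacking enzyme; many of its hits are not listed in these tables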
LYPLA1 inh: LYPLA1 inhibitors, primary screen, counter-screen for PME1 inhibitor project, biochemical, fluorescence polarization, FP-Rh probe ABPP; Acyl-protein thioesterase 1 (Homo sapiens), O75608; recombinant LYPLA1; inhibition, % at 5.9 µM; 320,000 tested, 0.16% active;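 active means inhibition above the mean of all tested compounds plus 3 SD, set per campaign, cut at about 14% in these data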;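 further: inhibitors block serine hydrolase probe labeling of LYPLA1 so polarization falls; 0% = enzyme with DMSO and 100% = wells lacking LYPLA1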
pPAFAH inh: pPAFAH enzyme inhibitors, primary screen, biochemical, fluorescence polarization, human | recombinant pPAFAH, FP-rhodamine probe fluorescence polarization | inhibition, % at 3.39 µM | 330,000 tested, 1.5% active | AID 463082, 2010;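 active means inhibition above the mean inhibition across the screen plus 3 SD, cut at about 25% in these data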;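 further: inhibitors block binding of the rhodamine activity-based probe so polarization drops; 0% = enzyme with DMSO and 100% = wells lacking pPAFAH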
PAFAH1B2 inh: PAFAH1B2 enzyme inhibitors, primary screen, biochemical, fluorescence polarization, human. Platelet-activating factor acetylhydrolase IB subunit alpha2 (Homo sapiens), P68402. recombinant PAFAH1B2, FP-rhodamine activity probe. inhibition, % at 3.39 µM. 340,000 tested, 1.2% active. AID 492953, 2010;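 active means inhibition above the mean of all tested compounds plus 3 SD, cut at about 24% in these data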;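 further: 0% = enzyme with DMSO and 100% = wells lacking PAFAH1B2; many of its hits are not listed in these tables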
GSTO1 counter: inhibitors of recombinant GSTO1, primary screen, counter-screen for RBBP9 inhibitor project, biochemical, fluorescence polarization. AID 1974, 2009. 300,000 tested, 1.1% active. Glutathione S-transferase omega-1 (Homo sapiens), P78417. inhibition, % at 5.96 µM. activity-based probe fluorescence polarization;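 active means inhibition above the campaign mean inhibition plus 3 SD, cut at about 35% in these data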;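 further: 0% = GSTO1-1 with DMSO and 100% = wells lacking GSTO1-1 enzyme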
LYPLA2 counter: LYPLA2 inhibitors, primary screen, counter-screen for PME1 inhibitor project, biochemical, fluorescence polarization, FP-Rh probe ABPP; Acyl-protein thioesterase 2 (Homo sapiens), O95372; recombinant LYPLA2; inhibition, % at 5.9 µM; 320,000 tested, 0.38% active;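 active means inhibition above the screen-wide mean plus 3 SD, limit set per campaign, cut at about 26% in these data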;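 further: 0% = LYPLA2 with DMSO and 100% = wells lacking LYPLA2 enzyme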
Starred values were filed as active, the others as inactive; · = no result given. Not all compounds are listed; the hit share may differ from the screen's.

SMILES	PAD4 inh	PAFAH2 FP inh	PAFAH1B3 inh	PREPL inhibitor	LYPLA1 inh	pPAFAH inh	PAFAH1B2 inh	GSTO1 counter	LYPLA2 counter
CC(C)CN1CCN(Cc2ccc(Oc3ncccn3)cc2)CC1CCO (configuration not stated)	1.9	7.2	10.9	5.8	2.8	4.2	2.2	4.4	10.8
COc1ccc(C2(CNC(=O)/C=C\c3ccco3)CCCC2)cc1OC	-2.8	10.4	-0.3	11.3	3.9	5.8	2.9	-1.2	0.0
CCCCN(C)CCC(=O)Nc1ccc(OC)cc1OC	1.5	-2.6	7.3	10.0	-0.9	0.1	2.8	3.1	-0.7
CCN(CC)C(=O)COc1ccc(/C(C)=N/NC(=O)c2ccccc2Br)cc1	-1.2	0.7	-0.3	15.9	4.6	3.2	7.4	4.1	8.3
Cn1c(SCC(=O)Nc2ccccc2F)nnc1-c1cc2ccccc2o1	0.2	-0.7	1.2	17.2	-1.0	3.8	3.4	13.1	2.3
CCNc1ccc(S(=O)(=O)N(C)C)cc1NCC(=O)Nc1ccccc1Br	-1.5	-5.4	8.0	18.7	-0.3	6.7	2.3	16.0	-2.9
Cc1cc(OCC(=O)N[C@@H](CSCc2ccccc2)C(=O)O)c2c(C)c(C)c(=O)oc2c1	-1.7	27.2	4.8	12.3	5.7	4.3	10.8	-0.3	8.1
Cc1occc1-c1nnc(SCC(=O)N2CCCCC2C)o1 (configuration not stated)	0.9	6.0	7.5	-3.1	0.2	1.5	2.7	·	3.4
COc1ccc(CCC(=O)NCCc2cn3c(C)csc3n2)cc1	-0.2	2.6	-4.7	-0.9	-0.2	8.4	0.3	1.5	2.2
Cc1ccccc1N1C(=O)CC(Sc2nnc(-c3ccccc3)o2)C1=O (configuration not stated)	-2.5	-1.6	3.0	2.7	-6.8	3.6	1.9	-5.8	-6.3
CCOC(=O)N1CCN(C(=O)c2ccc(N(C)S(C)(=O)=O)cc2)CC1	-4.6	5.5	5.5	4.1	3.0	-2.2	5.7	-13.5	-3.4
CC1(C)C2CCC1(CS(=O)(=O)NCc1ccc(S(N)(=O)=O)cc1)C(=O)C2 (configuration not stated)	-0.3	1.6	1.2	4.2	3.9	3.4	3.5	-0.3	6.4
CCn1c(COc2ccc3c(c2)OCO3)nnc1SCC(=O)c1ccccc1	-3.3	6.6	7.9	-1.5	4.7	1.2	-2.3	-3.4	6.7
CSCCC(NC(=O)c1cccc(C)c1)C(=O)OCC(=O)NC(=O)c1cccn1C (configuration not stated)	2.4	-8.3	-0.4	5.1	-0.3	7.7	-0.7	2.4	2.2
O=C(CSc1nnc2n1CCCN2C(=S)Nc1ccc(Cl)cc1)c1ccccc1	2.4	0.7	8.6	3.0	-5.7	-6.5	-4.1	2.2	-8.5
COC(=O)[C@]1(Cc2ccccc2)N[C@H](CN(C)C(=O)c2ccccc2)[C@@H]2C(=O)N(Cc3ccccc3)C(=O)[C@@H]21	3.4	-6.5	3.5	16.2	·	-0.9	3.9	·	·
COC(=O)c1ccccc1NC(=O)CCCn1nc([N+](=O)[O-])c(Br)c1C	-5.6	-7.8	9.7	-1.4	2.8	3.5	0.0	-3.5	1.0
CN1C(=O)C(C)(C)c2cc(S(=O)(=O)NCC3CCC(C(=O)NCc4ccc(F)cc4)CC3)ccc21 (configuration not stated)	3.3	8.0	4.9	-0.9	-2.3	2.3	5.8	0.6	-3.9
COC(=O)c1ccc(NC(=O)C(=O)N2CCN(C(=S)Nc3ccccc3OC)CC2)cc1	-1.9	12.2	0.0	5.1	-0.1	0.6	-1.0	0.3	5.5
COC(=O)C1=C(C)NC(=O)NC1c1ccsc1 (configuration not stated)	-3.0	-2.5	9.4	27.3	-2.3	1.1	2.2	14.1	5.0
Cc1ccccc1NC(=S)N1CCC(C(=O)c2ccc(F)cc2)CC1	-6.6	2.4	6.3	6.6	0.0	5.3	4.1	-0.3	10.4
N/C(=N\c1nc2ccccc2o1)NC(=O)c1cccc(Cl)c1	0.3	·	·	11.9	-1.8	-11.9	·	-0.8	2.2
Cc1ccc(-n2c(-c3ccccc3)nnc2-c2cccs2)cc1	-6.0	2.8	-1.9	-4.9	3.4	0.6	1.3	-3.1	2.8
CCN1C(=O)CSc2ccc(C(=O)NCCCN3CCOCC3)cc21	1.9	-4.0	16.6	15.3	0.7	3.3	7.8	7.1	7.4
COc1ccc(CNCC(O)(c2ccc(Cl)cc2)c2ccc(Cl)cc2)cc1OC	-4.0	-13.5	8.8	14.2	-4.5	-1.5	1.6	-3.7	-2.8
CCCOc1ccccc1C1NC(=O)NC(C)=C1C(=O)OCCOC (configuration not stated)	1.7	-1.1	6.1	11.9	-3.5	-3.1	5.8	3.2	0.5
Cc1ccc(NC(=O)OCCN2CCN(Cc3ccccc3)CCC2=O)cc1	-7.0	2.0	2.5	-5.3	1.1	-1.2	1.6	2.0	5.3
CCc1nn(C(C)C(=O)N(C)Cc2ccccc2)c(=O)c2cc3occc3n12 (configuration not stated)	-2.1	-12.2	7.2	10.2	0.8	6.0	3.8	6.2	6.9
Cc1ccc(CSCCNS(=O)(=O)c2ccc([N+](=O)[O-])cc2)cc1	-1.0	2.8	-4.6	-2.8	-6.2	6.9	25.0*	19.6	4.6
Cc1noc(C)c1COc1ccccc1C(=O)NNC(=O)C(C)Oc1ccccc1F (configuration not stated)	-0.7	7.0	-1.6	-0.9	-4.1	2.3	-0.2	5.5	-2.0
O=C(O)/C=C/C(=O)O	0.2	-7.9	-1.0	6.5	·	4.2	-0.8	·	·
COC(=O)Cc1cc(=O)[nH]c(/N=C(\N)Nc2ccccc2C)n1	-2.2	0.2	7.5	15.0	3.1	1.6	1.6	1.9	3.3
CC(C)(C)[C@@H]1CCC(=O)N(CC[C@H](Sc2ccccc2)c2ccccc2)CC1	-5.3	0.3	1.6	-0.6	-0.5	2.3	-0.5	1.7	-7.0
C(=C\c1ccccc1)/C=N/N1CCN(Cc2ccccc2)CC1	-4.3	-1.4	-2.8	1.8	0.9	4.3	2.2	-1.4	-0.7
CCCCNS(=O)(=O)NC(=O)C1=C(N2CCCC2)COC1=O	-6.2	-2.3	15.4	0.9	4.7	5.6	4.0	·	2.8
COc1cccc(NC(=O)CSc2nc3ccccc3c(=O)n2CCCC(=O)NCC2CCCO2)c1 (configuration not stated)	0.7	-0.7	-2.2	-14.0	0.6	1.2	1.4	7.5	6.3
CCOC(=O)C1(Cc2ccccc2)CCCN(Cc2ccc(OCCO)cc2)C1 (configuration not stated)	-1.3	5.2	0.1	8.5	0.3	3.5	2.0	9.7	0.8
O=C(COC(=O)c1ccc2ccccc2n1)NCc1ccccc1	-6.3	-5.6	47.1*	-1.8	-1.5	19.6	4.0	-0.8	-0.2
Nc1c2c(nn1-c1ccc(F)cc1)CSC2	-2.4	4.3	5.0	12.4	-2.3	-4.0	0.8	-10.1	-11.3
CS(=O)(=O)c1ccc2nc(NC(=O)c3cc([N+](=O)[O-])cc([N+](=O)[O-])c3)sc2c1	0.4	-1.1	5.9	-5.1	4.6	3.2	-0.7	-3.0	3.8
COc1ccc(Cc2nnc(SCc3ccc([N+](=O)[O-])cc3)o2)cc1	-0.1	5.2	-5.4	14.7	-0.2	-0.9	4.2	3.0	4.1
C#CCSc1nc(=O)c2cccnc2n1-c1ccc(C)cc1	0.8	3.7	5.3	-4.1	-3.8	4.0	2.9	3.0	-4.7
CCOC(=O)c1c(C2CCN(C(=O)OCC)CC2)nc2ccccn12	-0.1	-2.4	-0.6	-0.7	0.2	-3.2	-3.8	3.1	-0.7
COC(=O)c1ccc(CN2CCCC(C(=O)Nc3cccc(-n4cnnn4)c3)C2)cc1 (configuration not stated)	-3.1	-8.5	11.0	-1.9	-5.4	2.0	0.5	-3.6	2.9
O=C(CN1C(=O)S/C(=C\c2ccccc2F)C1=O)NC1C=CS(=O)(=O)C1 (configuration not stated)	7.5	5.1	6.0	22.2	1.9	6.0	2.7	3.5	2.6
CC(C)Sc1n[nH]c(=O)n1-c1ccccc1	-0.6	2.0	-4.7	11.8	0.5	-3.2	5.5	0.3	5.1
CN(C(=O)c1ccc(Cl)c(S(=O)(=O)N2CCOCC2)c1)c1ccccc1C(=O)O	0.7	1.5	-4.9	0.6	-2.2	5.2	3.7	-0.7	-0.4
COc1cccc(C(=O)Nc2ccc(NC(C)=O)cn2)c1	1.1	0.0	8.1	1.0	0.8	-11.0	-2.3	-2.2	-1.3
COCc1c(C(=O)N/N=C\c2cccs2)nnn1-c1nonc1N	-1.3	-2.5	1.3	2.5	0.5	1.9	3.3	-0.3	2.1
CS(=O)(=O)N1CCC(C(=O)Nc2ccc(C(F)(F)F)cc2)CC1	4.3	-4.0	0.3	-7.2	-2.8	-9.4	-0.5	-3.9	-1.0
Cc1nc2ccc(NC(=O)N3CCC(c4ccccc4)C3)cc2nc1C (configuration not stated)	1.5	-3.9	5.1	7.2	-3.4	1.0	0.7	2.2	-4.2
O=C(CN(c1cc(Cl)ccc1Cl)S(=O)(=O)c1ccccc1)N1CCOCC1	-0.2	9.0	2.0	-4.1	-1.2	5.9	1.9	6.3	-3.2
COc1ccc(CN(C)CC(O)COc2ccc(C(=O)c3ccccc3)cc2)c(OC)c1OC (configuration not stated)	4.0	4.5	1.6	3.5	1.2	5.4	2.7	-1.2	3.9
Cc1ccc(NC(=O)C/C(N)=N/OC(=O)Nc2cccc(Cl)c2)cc1	0.8	-3.8	4.2	5.3	-0.4	1.4	-1.5	·	4.4
C/C(Cl)=C\Cn1c(N2CCCC2)nc2c1c(=O)[nH]c(=O)n2C	0.2	-0.7	-3.4	12.6	-1.8	2.1	3.2	5.5	9.1
Clc1ccc(Nc2nc(C3CC3)cs2)cc1	-1.3	3.0	-0.1	17.5	-2.5	6.7	6.0	-2.2	-3.0
Cc1cc(C)c(-c2csc(NC(=O)COC(=O)c3ccc4c(c3)OCO4)n2)c(C)c1	4.6	3.6	1.8	3.7	3.5	1.4	2.6	27.9	0.3
COCCn1c(C)cc(C(=O)COC(=O)c2ccc3ncsc3c2)c1C	6.0	15.8	1.3	-4.3	-0.3	-0.1	1.1	-2.3	2.2
CCO[C@@H]1OC(C(=O)Nc2ccccc2)=C[C@H](c2csc3ccccc23)[C@H]1CCCO	4.4	-7.5	-0.4	6.2	-7.8	6.3	4.5	6.5	-6.3

One compound at a time, from the list above. Values in the order: PAD4 inh | PAFAH2 FP inh | PAFAH1B3 inh | PREPL inhibitor | LYPLA1 inh | pPAFAH inh | PAFAH1B2 inh | GSTO1 counter | LYPLA2 counter
Results for `CS(=O)(=O)N1CCC(C(=O)Nc2ccc(C(F)(F)F)cc2)CC1` : 4.3 | -4.0 | 0.3 | -7.2 | -2.8 | -9.4 | -0.5 | -3.9 | -1.0
Results for `COCCn1c(C)cc(C(=O)COC(=O)c2ccc3ncsc3c2)c1C` : 6.0 | 15.8 | 1.3 | -4.3 | -0.3 | -0.1 | 1.1 | -2.3 | 2.2
